CHX counter: counter-screen for Shiga toxin inhibitors: cycloheximide protein synthesis inhibition | max response, % | AID 2314 | cell reporter, cycloheximide protein synthesis inhibition counterscreen | 300,000 compounds, 12% hits; in the data active = max response mostly above about 13%, no sharp cut-off; inactive = mostly below about 14%; note: read at 38.3 µM for the half of the compounds with a filed dose; 0% is about no effect
AMA1-RON2 inh: disrupts binding of P. falciparum AMA1 to RON2 | Potency, µM (highest dose often 58.2 µM), for inactives: top-dose activity change, negative = inhibition, most hits filed as inhibitors | AlphaScreen AMA1-biotinylated RON2 peptide binding | 360,000 compounds, 0.2% hits;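 note: potency is the fitted concentration of half-maximal effect; 0% = vehicle wells and -100% = peptide control; nearly all actives have a fitted effect of over 45% in size; some results filed as inactive show a strong effect at the top dose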
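AMA1 (3D7) with his tag at 25 nM final met compounds first, then biotinylated RON2 peptide at 25 nM; detection used donor plus acceptor beads, 10 µg/mL apiece, read by AlphaScreen after 30 min at room temperature.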
Giardia FBPA inh: blocks Giardia fructose-bisphosphate aldolase activity. 290,000 compounds, 0.71% hits. Potency, µM (titrated, usually from 59.6 µM), for the others: at the highest dose activity, negative = inhibition, actives largely listed as inhibitors. purified Giardia FBPA. A8B2U2; note: potency is the fitted concentration of half-maximal effect; % is set by controls: 0 for no effect and ±100 for the full control effect; nearly all actives have a fitted effect of over 55% in size
Target sequence (A8B2U2 whole entry, looked up): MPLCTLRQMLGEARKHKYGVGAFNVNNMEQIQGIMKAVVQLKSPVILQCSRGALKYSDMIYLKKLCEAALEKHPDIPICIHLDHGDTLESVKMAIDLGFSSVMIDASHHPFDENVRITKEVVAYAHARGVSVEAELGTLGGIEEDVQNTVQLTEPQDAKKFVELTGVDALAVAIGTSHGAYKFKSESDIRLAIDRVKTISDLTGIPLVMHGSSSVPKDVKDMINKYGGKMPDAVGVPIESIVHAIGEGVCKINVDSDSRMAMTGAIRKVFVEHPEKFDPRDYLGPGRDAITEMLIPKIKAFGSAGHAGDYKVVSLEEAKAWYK
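Giardia FBPA (40 nM reagent) was preincubated 10 min at RT with compound (up to 57.5 uM final), then substrate plus GAPDH/TPI/NAD/arsenate coupling system with diaphorase/resazurin was added; resorufin fluorescence (525/598 nm) was read after 20 min.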
AmpC no deterg: inhibitors of E. coli AmpC beta-lactamase without detergent; AmpC nitrocefin hydrolysis, absorbance 480 nm, 0.0001% Triton; Potency, µM (highest dose often 57.1 µM), without a hit: at the highest dose activity change, negative = inhibition, hits mostly inhibitors; 330,000 compounds, 0.52% hits; AID 485341;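 note: potency is the fitted concentration of half-maximal effect; plate controls were no compound for no effect and no enzyme for full effect; nearly all actives have a fitted effect of over 20% in size; some results filed as inactive show a strong effect at the top dose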
Target sequence (P00811 whole entry, looked up): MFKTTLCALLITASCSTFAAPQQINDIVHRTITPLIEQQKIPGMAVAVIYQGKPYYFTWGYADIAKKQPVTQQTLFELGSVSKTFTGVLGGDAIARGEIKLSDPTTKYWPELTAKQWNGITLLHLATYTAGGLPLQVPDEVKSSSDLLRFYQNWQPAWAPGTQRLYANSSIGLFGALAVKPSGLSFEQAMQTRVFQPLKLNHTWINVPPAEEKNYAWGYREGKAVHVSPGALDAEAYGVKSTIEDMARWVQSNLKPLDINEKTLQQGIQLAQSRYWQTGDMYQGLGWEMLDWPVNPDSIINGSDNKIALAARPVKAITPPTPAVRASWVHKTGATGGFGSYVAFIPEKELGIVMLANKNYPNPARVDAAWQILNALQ
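20 mM phosphate pH 7.0 + 0.01% (detergent screen) or 0.0001% Triton X-100; 5.3 nM AmpC reagent; cpd preinc 15 min RT; nitrocefin (800 uM stock) to start; A480 q20 s × 4 min; Activity was normalised to no-enzyme and no-compound control wells.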
Shiga toxin inh: inhibitors of Shiga toxin in Vero cells | 290,000 compounds, 9.2% hits | AID 2315 | Vero cells, Shiga toxin protein synthesis inhibition reporter | inhibition, % at 38.7 µM; in the data active = inhibition mostly above about 28%, no sharp cut-off; inactive = mostly below about 43%; note: 0% is about no effect
HCMV antiviral: blocks human cytomegalovirus replication; HFF cells, HCMV-luciferase reporter, 72 h; hits give low values; 410,000 compounds, 4.5% hits; activity change, negative = inhibition, % at 57.5 µM; in the data active = activity change below about -60%; inconclusive = no clear call, values can overlap the other calls; inactive = above about -39%; note: % is set by controls: 0 for no effect and ±100 for the full control effect
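After 16 h attachment at 37C, HFF cells received test compound and HCMV-luciferase (1 PFU/cell); reporter luminescence read 72 h later, data normalized against buffer-only and known inhibitor Salinomycin.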
AmpC inh detg: inhibitors of E. coli AmpC beta-lactamase with detergent | P00811 | AmpC hydrolysis of nitrocefin, absorbance 480 nm, 0.01% Triton | Potency, µM (highest dose often 114 µM), without a hit: at the top dose activity change, negative = inhibition, hits mostly inhibitors | 370,000 compounds, 0.041% hits | AID 485294;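 note: potency is the fitted concentration of half-maximal effect; 0% = no-compound wells and -100% = no-enzyme wells; nearly all actives have a fitted effect of over 25% in size; some results filed as inactive show a strong effect at the top dose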
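AmpC (5.3 nM in the dispensed reagent) in 20 mM phosphate pH 7.0 with 0.01% (detergent screen) or 0.0001% Triton X-100 was preincubated with compounds for 15 min at room temperature. Nitrocefin was then added from an 800 uM solution, and hydrolysis was followed at 480 nm.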
* = called active by the depositor; u = inconclusive; x = not tested or not shown; [ ] = another dose, or the depositor's remark. Unless noted, calls come from the whole dose curve; as a rule, active = well fitted curve in the direction sought with a large enough effect; inconclusive = small, poorly fitted or top-dose-only effect, or another doubt; inactive = no such curve, though single readings can be large; an effect the other way counts as inactive or inconclusive.

SMILES	CHX counter	AMA1-RON2 inh	Giardia FBPA inh	AmpC no deterg	Shiga toxin inh	HCMV antiviral	AmpC inh detg
Cc1ccc(/C=N/NC(=O)c2ccc(NC(=O)c3ccccc3Cl)cc2)o1	-4.8	25.6%	-2.9%	-55.0%	-15.9	-6.3	-11.8%
COc1cccc(OC)c1C(=O)OCC(=O)NCc1ccco1	x	-1.7%	x	-1.6%	x	-10.7	-14.7%
O=C(CNC(=O)C1COc2ccccc2O1)N/N=C\c1cccc(O)c1 (stereo unspecified)	-1.1	-8.3%	5.0%	-33.9%	-13.6	3.7	-19.4%
COC(=O)c1ccccc1-c1ccc(/C=N/NC(N)=O)o1	-0.5	-23.0%	-7.6%	-12.1%	9.4	-34.2	6.3%
Cc1ccc(S(=O)(=O)N2CCC(C(=O)OCC(=O)N3CCc4ccccc43)CC2)cc1	-3.6	11.9%	1.8%	-9.2%	-3.4	22.3	u
Cn1c(=O)c2c(SCc3c(F)cccc3Cl)nc(CC(C)(C)C)nc2n(C)c1=O	2.3	-0.6%	-2.9%	3.55µM*	12.4	-22.2	-3.5%
O=[N+]([O-])c1ccc(N/N=C2\CC3CC=CC23)cc1 (stereo unspecified)	41.6*	3.8%	4.2%	-43.1%	81.7*	-12.7	3.1%
Cc1ccn2c(C(=O)N/N=C\c3cccs3)c(C)nc2c1	16.2*	40.8%[activator]	-1.4%	-11.2%	42.9	5.2	-1.9%
CCCCC1CCC(C(=O)Nc2ccc(S(=O)(=O)Nc3nccs3)cc2)CC1 (stereo unspecified)	-6.0	0.0%	-1.6%	-49.1%	-17.2	x	-4.0%
N#Cc1ccc(OCC(=O)OCC(=O)Nc2ccc(N3CCOCC3)cc2)cc1	x	3.4%	x	-24.8%	x	-30.0	u
O=C(NCCN1CCCCCC1)C1CC(=O)N(CCc2ccccc2)C1 (stereo unspecified)	1.5	-8.6%	-27.2%	22.6%	-10.6	-7.2	3.6%
S=C(Nc1ccc(Cl)cc1)N(CCCN1CCOCC1)Cc1ccco1	-1.7	-13.4%	2.7%	-3.4%	-5.7	24.8	-11.4%
CC(=O)N1CCCc2ccc(NS(=O)(=O)c3ccc(C)cc3)cc21	x	-15.0%	x	-12.3%	x	u	-0.8%
COc1ccc(OCC(=O)NN2Cc3ccccc3C2=N)cc1	-4.4	-4.2%	0.1%	-29.3%	-13.1	18.7	u
Cc1cc(C)nc(Nc2n[nH]c(Cc3ccccc3)n2)n1	-1.8	x	0.4%	-8.8%	18.3	x	-9.9%
Cc1ccc(C)c(OCCn2cc(C(=O)O)c3ccccc32)c1	0.3	-18.4%	22.5%	-23.0%	21.5	8.4	4.5%
Cc1cc(C)c2c(N)c(C(=O)Nc3ccccc3Br)sc2n1	24.2*	11.0%	3.0%	61.9%[activator]	38.8*	47.6	u
CCCCc1nc(SCC(=O)Nc2ncccn2)n[nH]1	-1.9	0.5%	-0.4%	-15.4%	3.8	12.6	0.9%
CN(C)c1ccc(NC(=O)c2sc(SCC(=O)Nc3nccs3)nc2N)cc1	33.1*	-15.7%	-11.1%	-29.7%	108.7*	16.3	u
O=C(N/N=C1\CCSC1)c1cc(Cl)ccc1O	18.7*	24.9%	0.9%	-43.4%	35.8*	-36.1	0.8%
C=CCN1C(=O)/C(=C\c2cccc(OC(=O)c3ccco3)c2)SC1=S	-1.4	-20.8%	-1.3%	-21.2%	-6.3	-32.6	-14.5%
O=C(/C=C/c1ccc(O)c(O)c1)c1ccc(O[C@@H]2O[C@H](CO)[C@@H](O)[C@H](O)[C@H]2O)c(O)c1O	15.8	x	u	x	25.3	x	x
COc1ccc(C(=O)Nc2cccc(S(=O)(=O)NC3=NCCCCC3)c2)cc1	x	6.0%	x	-24.2%	x	-21.6	-2.4%
COc1ccc(S(=O)(=O)N(C)CC(=O)NCCN2CCOCC2)cc1Cl	-4.7	5.1%	1.4%	-8.5%	-10.3	-3.0	3.6%
CC(O)C(NS(=O)(=O)c1ccc(Cl)cc1)C(=O)OCc1cc([N+](=O)[O-])cc2c1OCOC2 (stereo unspecified)	-0.9	18.7%	-2.8%	7.7%	-12.1	u	-4.5%

Sorted by number of heavy atoms (smallest number first): some entries from above.
SMILES	CHX counter	AMA1-RON2 inh	Giardia FBPA inh	AmpC no deterg	Shiga toxin inh	HCMV antiviral	AmpC inh detg
O=C(N/N=C1\CCSC1)c1cc(Cl)ccc1O	18.7*	24.9%	0.9%	-43.4%	35.8*	-36.1	0.8%
Cc1cc(C)c2c(N)c(C(=O)Nc3ccccc3Br)sc2n1	24.2*	11.0%	3.0%	61.9%[activator]	38.8*	47.6	u
Cc1ccc(C)c(OCCn2cc(C(=O)O)c3ccccc32)c1	0.3	-18.4%	22.5%	-23.0%	21.5	8.4	4.5%
O=C(CNC(=O)C1COc2ccccc2O1)N/N=C\c1cccc(O)c1 (stereo unspecified)	-1.1	-8.3%	5.0%	-33.9%	-13.6	3.7	-19.4%
N#Cc1ccc(OCC(=O)OCC(=O)Nc2ccc(N3CCOCC3)cc2)cc1	x	3.4%	x	-24.8%	x	-30.0	u
O=C(/C=C/c1ccc(O)c(O)c1)c1ccc(O[C@@H]2O[C@H](CO)[C@@H](O)[C@H](O)[C@H]2O)c(O)c1O	15.8	x	u	x	25.3	x	x

The listing continues:
SMILES	CHX counter	AMA1-RON2 inh	Giardia FBPA inh	AmpC no deterg	Shiga toxin inh	HCMV antiviral	AmpC inh detg
COc1ccccc1C(=O)NC(=O)CSc1nnnn1C	x	25.2%	x	-48.1%	x	14.1	x
CC(C)c1ccc(NC(=O)CSc2nc(=O)n(CCN3CCOCC3)c3c2CCC3)cc1	x	8.9%	x	194.3%[activator]	x	-20.8	u
CCOC(=O)c1ccc(NC(=S)Nc2ccc(C)cc2)cc1	12.3	22.5%	-0.2%	-20.7%	28.6	-36.4	3.3%
Cc1noc(NS(=O)(=O)c2ccc(NC(=O)C(C)C)cc2)c1C	-4.1	-2.5%	8.8%	-9.2%	-10.1	4.3	3.4%
CN(CC(=O)N1CCN(c2ccccc2)CC1)S(=O)(=O)c1cccs1	29.0*	12.1%	0.3%	17.3%	63.8*	-24.3	1.2%
N#C/C(=C\c1ccc(C#N)cc1)C(=O)c1ccccc1	-1.5	5.3%	-23.3%	-55.4%	-7.0	-2.6	1.9%
CCOC(=O)C1=C(CC)Nc2ccccc2N=C1NC(=O)c1cc(C)on1	x	6.4%	x	-16.4%	x	0.0	-3.4%
CC(=O)N1NC(=Nc2ccccc2)SC1(C)C	-1.5	11.9%	1.4%	-17.9%	-6.6	u	9.5%
Cc1nc(NC(=O)COC(=O)c2cccs2)c(Cl)cc1Cl	x	-11.7%	x	-14.8%	x	-7.9	0.0%
NC1=NC[C@H](Cc2ccc(O)cc2)N1CCC12CC3CC(CC(C3)C1)C2	-3.0	-7.5%	4.8%	-4.4%	-3.4	-72.5*	4.5%
Cc1ccc(-c2nnc(CSc3nnc(COc4ccccc4)n3-c3ccccc3)o2)cc1	-2.1	-9.9%	2.6%	1.6%	-3.5	-20.2	u
CCOC(=O)C1=C(N)OC2=C(C(=O)CCC2)C12C(=O)N(C)c1ccccc12 (stereo unspecified)	-1.8	-16.7%	5.3%	5.6%	-3.2	78.1	-6.7%
CCCCNC(=O)C1CCC(CNS(=O)(=O)c2c(C)cc(C)cc2C)CC1 (stereo unspecified)	-1.9	1.7%	-1.8%	66.3%[activator]	-5.2	-1.9	-9.1%
CCCn1nc(NC(=O)c2cccs2)c2cc3cc(C)ccc3nc21	25.4*	107.4%[activator]	-14.2%	44.5%	36.8*	24.7	2.3%
CCN1CCN(CCCCOc2ccccc2F)CC1	-1.1	-28.4%	u	-5.0%	-5.5	-5.2	1.9%
O=C1C2C(c3ccccc3)CC=CC2C(c2cccc(Br)c2)N1Cc1ccccc1 (stereo unspecified)	1.9	x	-5.1%	x	2.9	x	x
Cc1ncc(CSc2nc3ccccc3[nH]2)c(N)n1	0.7	9.0%	-11.3%	-13.4%	9.4	-19.8	u
C(=N\Nc1cc(N2CCCCC2)ncn1)/c1ccco1	28.0*	22.8%	0.9%	-46.9%	38.1*	33.0	u
CS(=O)(=O)Nc1ccc(C2=NN(C(=O)c3cccc(F)c3)C(c3cccs3)C2)cc1 (stereo unspecified)	-4.3	-2.5%	-0.9%	-28.7%	-5.1	-31.2	3.5%
CC(NC(=O)Nc1ccc2c(c1)OCO2)C1CCCO1 (stereo unspecified)	44.0*	-19.1%	-7.9%	-7.0%	72.2*	30.9	-3.2%
Cc1ccc(S(=O)(=O)N2CCC(=O)CC2)cc1	-1.8	-4.3%	11.7%	-8.0%	5.8	45.0	2.4%
COc1cccc(-c2ncc3ccccc3c2CO)c1	x	-0.4%	x	-12.4%	x	34.1	2.4%
Cc1cccc2cc(CN(CCN3CCCC3)C(=O)NC3CCCCC3)c(=O)[nH]c12	-1.8	-12.0%	-7.2%	35.5%	-17.3	20.5	-10.4%
O=C(N/N=C/c1ccccc1C(=O)O)c1ccc(COc2cccc3cccnc23)cc1	21.3	-2.8%	7.8%	-30.7%	6.6	-7.0	1.2%
Cc1cc(F)ccc1S(=O)(=O)N1CCCOC1CNC(=O)C(=O)NC1CC1 (stereo unspecified)	9.3	5.0%	x	23.3%	-24.2	8.1	-6.8%

Next part
SMILES	CHX counter	AMA1-RON2 inh	Giardia FBPA inh	AmpC no deterg	Shiga toxin inh	HCMV antiviral	AmpC inh detg
CCCCn1c(N)c(N(CC)C(=O)Cc2ccc(S(=O)(=O)N3CCOCC3)s2)c(=O)[nH]c1=O	x	-16.7%	x	u	x	-31.2	u
Cc1ccc(S(=O)(=O)N(C)c2ccc(C(=O)Nc3ccccn3)cc2)cc1	x	-0.3%	x	-21.7%	x	-1.3	-9.4%
CCOC(=O)Cn1nc(C)n(-c2ccc(C)cc2)c1=O	-0.7	0.0%	0.2%	-15.5%	-2.2	70.5	-13.7%
Cc1nn(-c2ccc(Cl)cc2)c(N)c1C(O)(CSc1nccn1C)C(F)(F)F (stereo unspecified)	13.5	-7.9%	0.8%	-11.7%	68.7*	7.2	-3.7%
CC(=O)N1CCC(=NNC(=O)CSc2cc(C)c(Br)cc2C)CC1	-3.0	34.9%[activator]	0.3%	-5.8%	-5.7	-39.7	-0.8%
CC(C)Sc1nc2ccccc2n1CC(=O)NCc1ccc2c(c1)OCO2	-2.4	-7.9%	0.2%	-31.1%	-8.4	36.5	u
ClCC(Br)CBr (stereo unspecified)	x	0.0%	x	-1.6%	x	1.7	-10.8%
CCOC(=O)C1=C(C)Nc2ccccc2N=C1NC(=O)/C=C/c1ccc(OC)cc1OC	14.3	-4.9%	-2.3%	-2.3%[2.29 µM]	20.0	17.5	u
COc1ccccc1N1CCN(C(=O)CCC(=O)Nc2nnc(CC(C)C)s2)CC1	-2.9	-3.9%	-12.0%	152.3%[activator]	11.2	u	-1.0%

High-throughput results (PubChem)
